OX1R antag-1: OX1R (human) antagonism. inhibition, % at 6.6 µM. AID 485270. OX1R-expressing cells, FRET antagonist read-out. O43613. actives 1.8% (n = 330,000); in the data active means inhibition mostly above about 38%, no sharp cut-off; inactive means mostly below about 40%;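 further: 0% = agonist challenge alone and 100% = reference antagonist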
Target sequence (O43613 whole entry, looked up): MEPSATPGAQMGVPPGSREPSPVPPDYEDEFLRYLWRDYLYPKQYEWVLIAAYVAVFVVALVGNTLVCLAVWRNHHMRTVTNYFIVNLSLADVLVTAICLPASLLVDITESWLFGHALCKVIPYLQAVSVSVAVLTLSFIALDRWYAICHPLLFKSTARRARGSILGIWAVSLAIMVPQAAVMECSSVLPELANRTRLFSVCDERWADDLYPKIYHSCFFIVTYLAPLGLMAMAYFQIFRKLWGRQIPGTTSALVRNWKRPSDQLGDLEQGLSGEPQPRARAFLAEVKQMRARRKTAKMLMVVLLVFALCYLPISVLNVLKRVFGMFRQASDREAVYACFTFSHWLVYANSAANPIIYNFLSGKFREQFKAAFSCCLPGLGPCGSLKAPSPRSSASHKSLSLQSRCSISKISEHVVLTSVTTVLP
OX1R antag-2: antagonists of human orexin 1 receptor; CHO/OX1R cells, Fluo-8 calcium fluorescence, orexin A; AID 434989; actives 0.43% (n = 330,000); O43613; inhibition, % at 5 µM;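 active means inhibition above its plate's threshold, mean inhibition of all tested compounds on the plate plus 3 SD, cut at about 37% in these data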;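 further: 0% = orexin A challenge wells and 100% = SB-334867-A antagonist wells; not every result past the cut was called active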
The depositor's hits bear a star.

SMILES	OX1R antag-1	OX1R antag-2
NNC(=O)c1cc(-c2ccccc2)sc1N	18.9	-13.1
COC(=O)c1cccc(-n2nnnc2SCC(=O)Nc2nc3c(s2)CCCC3)c1	19.5	-6.9
COc1ccc(C#Cc2ccc3c(=O)c4ccccc4n(C)c3c2)cc1	24.4	-49.4
CC1CC1C(=O)Nc1ccc(-c2ccccc2)cc1 (configuration not stated)	10.2	10.9
O=C(c1ccc2c(c1)OCO2)C1CCCN(C(=O)c2cnn(Cc3ccccc3)c2)C1 (configuration not stated)	10.8	-24.4
CCc1ccc(NC(=O)N[C@H](C(=O)O)C(C)CC)cc1 (some centres not stated)	1.8	-4.5
CCOC(=O)C1C(=O)C=C(C)C(C(=O)OCC)C1c1ccc(OC)cc1 (configuration not stated)	8.7	-28.2
Cc1ccc(CNC(=O)C23CN(Cc4ccccc4)CC2C(c2ccc([N+](=O)[O-])cc2)=NO3)o1 (configuration not stated)	23.2	-9.4
CCN(CC(=O)NC1CCS(=O)(=O)C1)c1nc(-c2cccnc2)nc2ccccc12 (configuration not stated)	28.9	-15.0
O=C(Cn1nc(-c2ccc(Cl)cc2)ccc1=O)N1CCN(c2ccccc2)CC1	1.9	-19.9
O=C(Nc1ccc2c(c1)CCC2)c1ccc(Br)s1	52.0	-21.2
COc1ccc(O)c(CN2CCN(C/C=C/c3ccccc3)CC2)c1	18.8	-10.6
CCc1ccc(C2CC(c3ccccc3Cl)Nc3nc(N)nn32)cc1 (configuration not stated)	9.9	-3.4
CC(C)(NO)/C(=N\O)c1ccc(Cl)cc1	-0.1	-2.2
CC(C(=O)Nc1cccc(Br)c1)c1ccc([N+](=O)[O-])cc1 (configuration not stated)	16.2	-16.2
COc1ccc(CCn2c(C)cc(C(=O)COC(=O)c3cnccn3)c2C)cc1	5.9	-14.2
Cc1nc2ncnn2c(C)c1CCC(=O)N1CCc2ccccc21	9.5	-3.0
COc1ccccc1-c1nnc(SC(C)C(=O)N2CCOCC2)o1 (configuration not stated)	13.3	-24.6
CCOC(=O)N1CCN(S(=O)(=O)c2cn(C)c(=O)n(C)c2=O)CC1	-9.8	-2.5
O=C(Nc1cccc(F)c1)Nc1ccccn1	7.4	-14.5
CCOC(=O)N1CCN(Cc2nc3cc(NC(=O)c4cccs4)ccc3n2CC)CC1	12.6	-8.8
COC(=O)CSc1c(-c2ccccc2)c2cc(Cl)ccc2[nH]c1=O	9.7	-21.0
COCCN1C=C2C(=O)C(C)(OC(=O)c3cccs3)C(=O)C=C2C=C1CCCC(=O)OC (configuration not stated)	45.5	14.5
Cc1ccc(C2=Nc3ccccc3N=C(c3ccc([N+](=O)[O-])cc3)C2)c(O)c1	19.7	2.6
COc1ccccc1N1CCN(CCCOc2ccc(F)cc2)CC1	16.9	-6.3
SMILES	OX1R antag-1	OX1R antag-2
CN(CC(=O)Nc1ccc(F)c(F)c1F)C(=O)c1ccc2c(c1)OCCO2	13.1	-0.4
O=C(NCc1ccco1)c1ccc(Cn2c(=O)c3ccccc3n(Cc3ccc(Cl)cc3)c2=O)cc1	14.8	-32.0
CC(C)[C@H](NC(=O)c1ccc(F)cc1)C(=O)NC1=NCCS1	28.2	-25.9
C/C(=N\OC(=O)c1ccc(C)cc1)c1sc(C)nc1C	29.6	-27.8
O=C(CSc1nc2ccccc2s1)NCc1cc([N+](=O)[O-])ccc1O	43.8	-9.0
COc1ccc2cc(C(=O)NCc3ccco3)c(=O)oc2c1	48.4	-6.1
Cc1cc(SCC(=O)N/N=C/c2ccc(C(=O)O)cc2)nc2ccccc12	-0.7	-1.0
COc1ccc(OC)c(NC(=O)CCc2c[nH]c3ccccc23)c1	11.3	-22.6
CCC(C(=O)Nc1ccc2c(c1)OCCO2)n1nnc2ccccc2c1=O (configuration not stated)	6.0	-31.6
COC(=O)CSc1cc(C)nc(SC)n1	4.0	-0.5
Cc1cc(N2CCCC2)nc2ccc(NC(=S)NCCCN3CCC(C)CC3)cc12	7.7	1.1
CCCSc1nnc(NC(=O)Nc2ccccc2OC)s1	48.1	-3.7
N#CCC1c2ccccc2CCN1C(=O)Nc1cccc(Cl)c1 (configuration not stated)	12.0	-25.0
CS(=O)(=O)Cc1cc(Sc2ccccc2)nc(-c2ccncc2)n1	2.5	-22.6
O=C(COC(=O)c1cc[n+]([O-])cc1)NC(=O)c1ccc(OC(F)F)cc1	10.6	-7.9
C[C@@]12C(=O)Nc3ccccc3C(=O)N1[C@H]1c3cc(Br)ccc3OC[C@@H]1[C@@H]2c1ccccc1	38.7	-1.7
COc1ccc(CNC(=O)CN(c2cccc([N+](=O)[O-])c2)S(C)(=O)=O)cc1	12.0	-22.6
O=[N+]([O-])c1cccc(-c2ccc(C(=S)N3CCN(c4ccc(F)cc4)CC3)o2)c1	14.4	6.7
OCCCn1c(-c2ccccc2)csc1=Nc1ccccc1	10.4	-16.6
Cn1nc(C(F)(F)F)c(/C=N/OC(=O)c2ccc(Cl)cc2)c1Cl	7.2	-16.6
Cn1nc(-c2ccccc2)c(COC(=O)c2cccc(Cl)c2)c1S(=O)(=O)c1ccccc1	14.2	-11.1
CCc1ccc(CNC(=O)CCCn2c(=O)c3cccn3c3cccnc32)cc1	9.7	-15.7
O=C(CN1CCN(Cc2ccccc2)CC1)Nc1ccc(-n2cnnn2)cc1	10.3	-7.1
O=C(CNCC1(N2CCOCC2)CCCCC1)Nc1ccc(Cl)cc1	9.0	-15.5
CC(Sc1nnc(-c2ccccc2F)n1C1CC1)C(=O)NCc1ccco1 (configuration not stated)	6.1	-12.7

Entries of single compounds from above. Order of values: OX1R antag-1, OX1R antag-2
Listed for COc1ccc(O)c(CN2CCN(C/C=C/c3ccccc3)CC2)c1 = 18.8, -10.6
Listed for CCOC(=O)N1CCN(Cc2nc3cc(NC(=O)c4cccs4)ccc3n2CC)CC1 = 12.6, -8.8
Listed for Cc1cc(N2CCCC2)nc2ccc(NC(=S)NCCCN3CCC(C)CC3)cc12 = 7.7, 1.1
Listed for COc1ccc(CCn2c(C)cc(C(=O)COC(=O)c3cnccn3)c2C)cc1 = 5.9, -14.2

(continued)
SMILES	OX1R antag-1	OX1R antag-2
O=C(c1ccco1)N1CCn2cccc2C1c1ccccc1 (configuration not stated)	40.2	-11.4
O=Cc1c(N2CCN(c3cccc(Cl)c3)CC2)nc2ccccn2c1=O	8.7	-16.7
CCN(CC(=O)Nc1ccc2c(c1)OC(F)(F)O2)Cc1nc2ccccc2c(=O)[nH]1	4.6	-18.0
COc1ccc(NC(=O)Cn2c(=O)n(-c3ccccc3)c(=O)c3sccc32)c(OC)c1	13.3	-19.2
Cc1nn(C)c(Nc2ccc(Br)cc2)c1Br	50.2	39.8*
O=C(Nc1cccc(C(=O)O)c1)/C(=C\c1ccco1)NC(=O)c1ccccc1Cl	16.9	-14.9
COc1ccc(CN2CCCC(CO)(Cc3ccc(F)cc3)C2)cc1C (configuration not stated)	10.8	-28.3
Cc1n[nH]c(=S)n(/N=C/c2cccc([N+](=O)[O-])c2)c1=O	6.1	8.3
N/C(=N\N=C\c1cccs1)SC1CC(=O)N(c2ccc(Br)cc2)C1=O (configuration not stated)	6.9	-3.5
CC1Cc2ccccc2N1C(=O)c1ccc(F)c(S(=O)(=O)N2CCOCC2)c1 (configuration not stated)	9.4	-21.3
Cc1cc(C)cc(NC(=O)CSc2nc(N)c(NC(=O)c3cccs3)c(=O)[nH]2)c1	5.3	-18.7
Cc1ccc(-c2cnc(NC(=O)c3cccc(Br)c3)s2)c(C)c1	24.2	-38.6
Cc1ccc(C)c(C(C)NC(=O)c2ccncc2)c1 (configuration not stated)	-2.8	-19.6
O=C(O)c1nccnc1C(=O)Nc1ccc(Cl)cc1Cl	5.5	-10.9
O=C(c1cccc(Cl)c1)N1CCN(c2ccc(N3CCOCC3)nn2)CC1	22.5	-10.2
CC(C)c1ccc(CN(C(=O)C2COc3ccccc3O2)C2CCS(=O)(=O)C2)cc1 (configuration not stated)	12.8	-14.1
CCOC(=O)c1nnn(-c2ccc([N+](=O)[O-])cc2[N+](=O)[O-])c1C	142.8*	-6.0
CCOC(=O)CC1=C(C(=O)OCC)C(c2cccs2)C(C#N)=C(N)O1 (configuration not stated)	31.8	-4.7
Cc1onc(-c2ccccc2)c1C(=O)Nc1ccon1	16.1	-6.5
O=C(COc1ccccc1F)Nc1ccccc1C(=O)NC1CC1	8.8	-6.0
CC(/C=C/c1ccccc1F)=N\NC(=O)C(C)C	7.0	-22.5
Cc1noc(-c2ccccc2OC(=O)c2ccccc2)n1	25.8	-23.5
O=C(CSc1nnnn1-c1ccc2c(c1)OCCO2)c1cccc2c1OCCO2	4.5	-21.1
CCC(=O)c1cn(CC(=O)O)c2ccccc12	13.9	-1.7
CCc1ccccc1N(CC(=O)NCc1ccco1)C(=O)CCC(=O)Nc1ccccn1	9.8	-30.3

Reformatted with bars between the fields: entries from further up
canonical_smiles | OX1R antag-1 | OX1R antag-2
Cc1noc(-c2ccccc2OC(=O)c2ccccc2)n1 | 25.8 | -23.5
COc1ccc(CN2CCCC(CO)(Cc3ccc(F)cc3)C2)cc1C (configuration not stated) | 10.8 | -28.3
CCC(=O)c1cn(CC(=O)O)c2ccccc12 | 13.9 | -1.7
Cc1nn(C)c(Nc2ccc(Br)cc2)c1Br | 50.2 | 39.8*
O=C(O)c1nccnc1C(=O)Nc1ccc(Cl)cc1Cl | 5.5 | -10.9
CC1Cc2ccccc2N1C(=O)c1ccc(F)c(S(=O)(=O)N2CCOCC2)c1 (configuration not stated) | 9.4 | -21.3

(list continues)
SMILES	OX1R antag-1	OX1R antag-2
O=S(=O)(Nc1ccc(O)c(Sc2nc3ccccc3s2)c1)c1ccc(Cl)cc1	30.4	-10.6
Cc1cc(C)c(CN2CCC(n3nccc3NC(=O)C3CCOC3)CC2)cc1C (configuration not stated)	9.2	-23.3
O=C(N(Cc1ccccc1)c1ccccn1)C12CC3CC(CC(C3)C1)C2	11.3	-15.4
CCc1ccc(NC(=O)CSc2nc3[nH]ncc3c(=O)[nH]2)cc1	3.6	-4.9
O=C(NCCC1CCCCN1S(=O)(=O)c1ccccc1)C(=O)NCc1ccccc1F (configuration not stated)	20.7	-36.2
CCn1cc(C(=O)N2CC(C)CC(C)C2)c(=O)c2cc(S(=O)(=O)N(C)C)ccc21 (configuration not stated)	5.0	-4.0
O=C(CCCN1C(=O)/C(=C/c2cccs2)SC1=S)Nc1cc([N+](=O)[O-])ccc1O	28.5	-15.2
O=C(Nn1c(-c2ccncc2)nc2ccccc2c1=O)c1ccc(Br)cc1	20.6	-24.7
CC(c1cccs1)N(Cc1ccco1)C(=S)Nc1ccc(F)c(Cl)c1 (configuration not stated)	14.4	-0.2
COc1ccc(CC(=O)NNC(=O)COc2ccc(Cl)cc2C)cc1S(=O)(=O)N1CCOCC1	11.8	-40.3
Cc1cc(C(=O)N/N=C2\CC(=O)CC(C)(C)C2)c(C)n1-c1ccc(F)cc1	15.4	-11.8
CS(=O)(=O)N(CC(=O)Nc1ccccc1Sc1ccccc1)c1cccc(Br)c1	12.1	-19.1
COc1ccccc1N(CC(=O)NCc1ccccc1)C(=O)CCC(=O)Nc1cc(C)ccn1	21.1	-38.6
Cc1cc(/C=C2/NC(=O)NC2=O)c(C)n1C	12.7	15.3
N#CCN1CCC(c2cc(-c3ccco3)n[nH]2)CC1	21.2	-13.2
Cc1ccc(S(=O)(=O)N(C)C[C@H]2Oc3ccc(NC(=O)C4CCCCC4)cc3C(=O)N([C@H](C)CO)C[C@H]2C)cc1	15.3	-19.8
Cn1c(=O)c2[nH]c(NCCCN3CCOCC3)nc2n(C)c1=O	14.6	17.9
COc1ccc(C2=CN(Cc3ccccc3)CCC2=O)cc1	14.6	-5.4
CCCC(=O)N1CC2(CCC)CN(C(=O)CCC)CC(CCC)(C1)C2=O	23.4	-15.3
Cc1c[n+]([O-])ccc1Oc1ccc([N+](=O)[O-])cc1	53.4	-6.8
CCOc1cccc2cc(C(=O)N3CCc4ccccc4C3)c(=O)oc12	11.2	-25.6
CCS(=O)(=O)c1ccc(O)c(NC(=O)/C=C/c2ccc(Cl)cc2)c1	9.0	-6.5
CC(C)OC(=O)c1c(NC(=O)c2ccco2)sc2c1CCCC2	12.4	-16.7
Cc1csc(NC(=O)CSc2nnc(-c3ccco3)n2C)n1	8.5	-12.6
Cc1oc(-c2ccccc2F)nc1CS(=O)(=O)CC(=O)NCCN(C)C1CCCCC1	17.1	-42.9
SMILES	OX1R antag-1	OX1R antag-2
Cc1cccc(NC(=O)CSc2nnc(C3CC3)n2CC2CCCO2)c1C (configuration not stated)	33.5	-6.9
COc1ccc(S(=O)(=O)N(CC(=O)NCc2ccco2)C2CCCCC2)cc1OC	23.3	-14.9
O=C(Nc1nnc(Cc2c[nH]c3ccccc23)s1)c1ccc(Cl)cc1Cl	12.2	-16.3
COc1ccc(N(C(=O)c2cnccn2)C(C(=O)NC2CCCCC2)c2ccc(Cl)cc2)cc1 (configuration not stated)	11.8	-26.7
Fc1cccc(/C=N/Nc2cc(N3CCOCC3)ncn2)c1	18.0	-8.5
O=C(Nc1ccc(N2CCCC2)cc1)c1ccc(Cl)cc1Cl	1.1	-11.9
CC(C)(C)C(=O)Nc1cc(S(=O)(=O)N2CCCCC2)ccc1N1CCCCC1	-5.1	-57.8
CCN1CCN(CC(=O)Nc2ccc(C(C)=O)cc2)CC1	1.6	-11.7
COc1ccccc1C(=O)NCCC(=O)N1CC(=O)Nc2ccccc21	18.1	-11.5
CC(Sc1nnc(CNc2cccc3ccccc23)n1-c1ccccc1)C(=O)N/N=C/c1ccco1 (configuration not stated)	4.4	-25.8
Cc1noc(C)c1S(=O)(=O)NCc1ccc2c(c1)OCO2	4.2	-9.3
CCOc1cc(NC(=S)Nc2ccc(Cl)cc2)c(OCC)cc1NC(C)=O	48.0	-27.8
Cc1cccc2nc(COc3ccc(Cl)c4cccnc34)cn12	38.9	-42.6

Screening data as filed in PubChem BioAssay.
